High-throughput results (PubChem)
M5 ag: agonists of human muscarinic M5 receptor (CHRM5) | CHO-K1 hM5 cells, Fluo-8 calcium fluorescence; 0% DMSO wells, 100% maximal acetylcholine response | activation, % at 3 µM | 0.19% of 360,000 active | AID 624037;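 active = activation above the run's mean over test compounds plus 3 SD, cut at about 23% in these data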;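 also: signal is peak over basal fluorescence ratio across the kinetic read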
Target sequence (P08912 whole entry, looked up): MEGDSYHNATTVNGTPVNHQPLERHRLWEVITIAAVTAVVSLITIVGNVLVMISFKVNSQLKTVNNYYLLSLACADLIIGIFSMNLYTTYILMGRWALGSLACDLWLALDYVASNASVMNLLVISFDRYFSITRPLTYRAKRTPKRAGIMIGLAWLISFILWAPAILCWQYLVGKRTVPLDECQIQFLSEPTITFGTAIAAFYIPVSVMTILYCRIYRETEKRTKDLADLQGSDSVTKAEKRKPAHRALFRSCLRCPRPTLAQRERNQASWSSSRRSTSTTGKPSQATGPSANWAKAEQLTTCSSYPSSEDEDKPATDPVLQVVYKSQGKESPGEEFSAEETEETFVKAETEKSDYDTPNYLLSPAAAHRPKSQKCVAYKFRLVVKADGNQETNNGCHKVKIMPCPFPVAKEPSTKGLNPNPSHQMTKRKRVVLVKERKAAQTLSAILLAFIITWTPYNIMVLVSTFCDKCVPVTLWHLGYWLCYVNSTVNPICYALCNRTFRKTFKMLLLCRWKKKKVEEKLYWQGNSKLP
M1 PAM: positive allosteric modulators of human M1 muscarinic receptor; 0.088% of 360,000 active; activation, % at 3 µM; P11229; CHO-K1 hM1, Fluo-8 calcium fluorescence, ACh EC20; 0% = ACh EC20, 100% = maximal ACh; AID 588819; in the data active = activation above about 19%, passing the limit was not always enough
M5 PAM: potentiates acetylcholine response at human M5 receptor. P08912. CHO-K1 hM5, Fluo-8 calcium, ACh EC20 PAM; 0% = ACh EC20, 100% = ACh EC100. activation, % at 3 µM. 0.3% of 360,000 active;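 active = activation above the run cutoff, the mean activation of all test compounds plus 3 SD, cut at about 18% in these data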
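system = human M5 receptor in CHO-K1 cells | compound = one concentration, 3 µM final (nominal) | schedule = Post-acetylcholine fluorescence recording 140 s | signal = Fluo-8 calcium dye fluorescence, kinetic read | benchmarks = low control EC20 acetylcholine (0%), high control EC100 acetylcholine (100%) | repeats = singlicate, one well per test compound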
CHRM4 agonist: CHRM4 agonism in calcium assay; P08173; CHO-K1 hM4/Gqi5, Fluo-8 calcium fluorescence; vehicle 0%, full acetylcholine response 100%; AID 624127; activation, % at 3 µM; 0.14% of 360,000 active;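 active = activation above the run mean over all test wells plus 3 SD, cut at about 32% in these data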;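 also: peak over basal fluorescence ratio per well then scaled between controls; 0% = DMSO wells and 100% = acetylcholine at EC100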
Target sequence (P08173 whole entry, looked up): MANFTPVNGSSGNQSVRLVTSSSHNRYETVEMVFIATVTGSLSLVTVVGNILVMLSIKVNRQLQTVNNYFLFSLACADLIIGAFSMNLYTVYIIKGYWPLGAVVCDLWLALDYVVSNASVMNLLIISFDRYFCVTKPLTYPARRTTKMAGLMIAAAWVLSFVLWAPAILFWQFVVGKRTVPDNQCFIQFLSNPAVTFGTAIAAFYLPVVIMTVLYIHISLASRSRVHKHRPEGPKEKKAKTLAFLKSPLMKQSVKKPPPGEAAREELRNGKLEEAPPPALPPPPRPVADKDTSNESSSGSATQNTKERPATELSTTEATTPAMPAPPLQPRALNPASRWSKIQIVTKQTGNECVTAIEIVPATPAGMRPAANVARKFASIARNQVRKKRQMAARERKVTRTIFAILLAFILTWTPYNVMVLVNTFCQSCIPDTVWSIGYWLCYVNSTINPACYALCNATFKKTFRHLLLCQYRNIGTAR
M4 PAM: CHRM4 positive allosteric modulation. CHO-K1 hM4/Gqi5, Fluo-8 calcium fluorescence, ACh EC20; 0% = ACh EC20, 100% = maximal ACh. activation, % at 3 µM. 0.4% of 360,000 active. AID 624126;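 active = activation above its plate's cutoff, the mean activation of sample wells plus 3 SD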; also: some results filed as inactive read as strong as hits
CRFR2-BP ag: CRF-BP/CRF-R2 complex agonism; HEK293 CRF-R2/CRF-BP, calcium dye fluorescence (FLIPR); percent of saturating CRF peptide response; activation, % at 13.2 µM; 0.46% of 350,000 active; AID 588473;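 active = activation of at least 50%, plus an integration ratio under a set limit after plate pattern correction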;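 also: plate controls were neutral control wells without compound for no effect and CRF at EC100 for full effect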
CHRM4 antagonist: CHRM4 antagonism in calcium assay; P08173; CHO-hM4 cells, ACh EC80, Fluo-8 calcium fluorescence; inhibition, % at 3 µM; 0.73% of 360,000 active;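 active = inhibition above its plate's cutoff, the mean inhibition of sample wells plus 3 SD, cut at about 27% in these data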;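 also: 0% = acetylcholine EC80 with DMSO and 100% = DMSO without agonist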
M1 antag: human CHRM1 antagonism. P11229. CHO-K1 hM1, Fluo-8 calcium fluorescence, ACh EC80 antagonist. inhibition, % at 3 µM. 1.3% of 360,000 active. AID 588852;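 active = percent inhibition above its own plate's cutoff, namely the mean of that plate's compound wells plus 3 SD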;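 also: peak over basal fluorescence ratio during 140 s after agonist addition; 0% = ACh EC80 plus DMSO and 100% = DMSO alone without agonist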
CHRM5 antagonist: blocks acetylcholine activation of human M5 receptor. CHO-hM5 cells, Fluo-8 calcium fluorescence, ACh EC80. 0.59% of 360,000 active. P08912. AID 624040. inhibition, % at 3 µM;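 active = inhibition above a per-plate cutoff, the mean of that plate's test compounds plus 3 SD, cut at about 27% in these data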;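 also: 0% = acetylcholine EC80 with DMSO and 100% = DMSO without agonist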
Starred values were filed as active, the others as inactive; nt = not tested or not shown. The order is random (roughly 2.8% active in at least one column).

SMILES | M5 ag | M1 PAM | M5 PAM | CHRM4 agonist | M4 PAM | CRFR2-BP ag | CHRM4 antagonist | M1 antag | CHRM5 antagonist
Cc1cc(Nc2ccccc2)n(C(=O)c2ccccc2)n1 | 1 | 6 | 1 | -3 | 22 | 0.5 | -7 | -2 | -5
O=C(CSc1ncccn1)Nc1ccc(Cl)c(S(=O)(=O)N2CCOCC2)c1 | 2 | 8 | 4 | 1 | 1 | 8.4 | -1 | -18 | 7
O=C(CN1CCC(n2nnc3ccccc32)CC1)Nc1ccc2c(c1)CCC2 | -6 | 9 | -9 | -1 | 1 | -0.1 | 1 | -4 | -2
COc1cccc(CN2CCC2(C)C(=O)Nc2cccc(Oc3ccccc3)c2)c1OC (stereo not given) | -2 | -9 | -4 | -1 | -6 | nt | -5 | -1 | -9
O=C1OC(C(Cl)(Cl)Cl)Nc2ccccc21 (stereo not given) | 1 | -3 | -3 | 0 | -5 | nt | 3 | 7 | 3
Cc1ccc(C)c(OCC(=O)Nc2ccc(S(=O)(=O)Nc3ccccn3)cc2)c1 | 2 | -1 | -7 | 7 | 9 | -8.9 | -10 | -2 | 15
Cc1ccc(C)c(NNC(N)=S)c1 | 3 | -5 | -11 | 16 | -13 | -2.9 | -2 | 15 | 15
COCCOC(=O)c1c(NC(=O)COC(=O)c2ccc(C)o2)sc(C(N)=O)c1C | 0 | 4 | 5 | 3 | 2 | -0.9 | 1 | -3 | 11
CCN(CC(=O)NCc1ccc(Cl)cc1)C(=O)NCc1ccc(Cl)cc1 | -2 | 13 | 2 | 3 | -1 | -0.4 | -3 | -8 | 14
CC(C)(C)OC(=O)C[C@H]1C/C=C\C[C@@H](CC(=O)N[C@H](CO)Cc2ccccc2)C(=O)NC[C@@H](c2ccccc2)OC1=O | 2 | -4 | -5 | 9 | -5 | -0.7 | -5 | 4 | -6
COc1cc(COCC(O)CN2CCN(Cc3ccc4c(c3)OCO4)CC2)cc(OC)c1OC (stereo not given) | -3 | 3 | -4 | 0 | -8 | 1.1 | 5 | -4 | 6
CCNS(=O)(=O)c1ccc(NS(C)(=O)=O)cc1 | -1 | 10 | -3 | 0 | -4 | 2.0 | 0 | -7 | 6
Cc1ccc(NC(=O)COC(=O)CNC(=O)c2cccs2)cc1S(=O)(=O)N1CCOCC1 | 3 | 9 | 1 | 4 | 5 | 2.6 | -11 | -14 | 1
Cc1nc2sc3c(c2c(=O)[nH]1)CCC3 | -4 | 13 | 2 | 0 | 7 | -3.5 | -3 | -18 | -4
CS(=O)(=O)Nc1ccccc1C(=O)NCCSCc1ccccc1 | 1 | 2 | -6 | 3 | -3 | 1.4 | 1 | 1 | -3

7 records drawn at random from those above:
SMILES | M5 ag | M1 PAM | M5 PAM | CHRM4 agonist | M4 PAM | CRFR2-BP ag | CHRM4 antagonist | M1 antag | CHRM5 antagonist
O=C1OC(C(Cl)(Cl)Cl)Nc2ccccc21 (stereo not given) | 1 | -3 | -3 | 0 | -5 | nt | 3 | 7 | 3
Cc1ccc(NC(=O)COC(=O)CNC(=O)c2cccs2)cc1S(=O)(=O)N1CCOCC1 | 3 | 9 | 1 | 4 | 5 | 2.6 | -11 | -14 | 1
Cc1ccc(C)c(OCC(=O)Nc2ccc(S(=O)(=O)Nc3ccccn3)cc2)c1 | 2 | -1 | -7 | 7 | 9 | -8.9 | -10 | -2 | 15
Cc1ccc(C)c(NNC(N)=S)c1 | 3 | -5 | -11 | 16 | -13 | -2.9 | -2 | 15 | 15
O=C(CN1CCC(n2nnc3ccccc32)CC1)Nc1ccc2c(c1)CCC2 | -6 | 9 | -9 | -1 | 1 | -0.1 | 1 | -4 | -2
O=C(CSc1ncccn1)Nc1ccc(Cl)c(S(=O)(=O)N2CCOCC2)c1 | 2 | 8 | 4 | 1 | 1 | 8.4 | -1 | -18 | 7
CCN(CC(=O)NCc1ccc(Cl)cc1)C(=O)NCc1ccc(Cl)cc1 | -2 | 13 | 2 | 3 | -1 | -0.4 | -3 | -8 | 14

(listing goes on)
SMILES | M5 ag | M1 PAM | M5 PAM | CHRM4 agonist | M4 PAM | CRFR2-BP ag | CHRM4 antagonist | M1 antag | CHRM5 antagonist
O=c1c(C=NCCCO)c(-c2ccccc2)[nH]n1-c1nc2ccccc2s1 | -5 | 1 | -18 | 5 | -8 | 0.9 | -3 | -3 | 13
Cc1ccc(SCC(=O)Nc2ccc(S(N)(=O)=O)cc2)cc1 | 1 | 5 | -2 | 1 | -3 | 0.9 | 6 | 1 | 3
Cc1nnc(CN(C)C(=O)c2cc(COc3ccc(F)cc3Cl)on2)o1 | -2 | 6 | -4 | 1 | 3 | -1.1 | 0 | -5 | 15
COc1ccc(N2CC(C(=O)OCC(=O)c3cccc(OC)c3)CC2=O)cc1 (stereo not given) | -1 | 4 | 0 | 1 | -3 | -1.2 | 5 | 7 | 2
Brc1cc2c(cc1CSc1ncccn1)OCO2 | -8 | 10 | 0 | 0 | -4 | -2.5 | -10 | -5 | 14
CC(=O)Nc1ccc(S(=O)(=O)N2CCN(C(C)CCc3ccccc3)CC2)cc1 (stereo not given) | -10 | 2 | -4 | 2 | 0 | -1.2 | -8 | -6 | -12
CC(C)n1ncc2c(C(=O)NCCc3ccc(F)cc3)cc(C3CC3)nc21 | -5 | -8 | -4 | 5 | -10 | 2.7 | -3 | 11 | 3
CN(CC(=O)Nc1ccccc1N1CCOCC1)CC(=O)Nc1ccc(F)c(F)c1F | 2 | 4 | -1 | 1 | -4 | 0.1 | 3 | -2 | 3
O=C(OCC(=O)c1ccccc1)C1=NN(c2ccccc2)C(=O)CC1 | 0 | 10 | 3 | 1 | 0 | 0.9 | -5 | -13 | -7
CCOc1ccc2c(c1)n([O-])c1c([n+]2=O)CCCC1 | -1 | -1 | -1 | 0 | 1 | 0.7 | 2 | 2 | 1
C=CCSc1nc(C)cc2c1C(=O)OC2 | -1 | -4 | 0 | 6 | -6 | -0.1 | -4 | 8 | 7
COc1ccc(N2CCN(Cc3nc4cc(Cl)ccc4c(=O)[nH]3)CC2)cc1 | 1 | 12 | 4 | 1 | 5 | 1.3 | 2 | -9 | -2
COCCn1c(N)c(N(Cc2ccccc2)C(=O)COc2ccccc2F)c(=O)[nH]c1=O | 0 | 7 | -1 | 0 | 6 | 1.6 | 1 | 0 | 6
COc1ccc(-n2nc(C(=O)NCC(=O)N3CCN(Cc4ccc5c(c4)OCO5)CC3)c3ccccc3c2=O)cc1OC | -3 | -18 | -11 | 10 | -21 | -1.9 | 13 | 41* | 15
Cc1ccc(S(=O)(=O)N/N=C/c2cccc(OC3CSC3)c2)cc1 | -3 | -3 | -4 | 0 | 5 | -1.8 | -11 | 1 | 3
Cc1onc(-c2ccccc2)c1C(=O)NCC(=O)Nc1cc(Cl)ccc1Cl | 1 | 4 | 2 | 9 | 4 | -1.2 | -3 | 1 | -3
CCN(CC)c1ccc(C2C(C(=O)OCCOC(C)C)=C(C)NC3=C2C(=O)CCC3)cc1 (stereo not given) | -7 | -23 | -21 | 1 | -20 | -4.1 | 33* | 90* | 25
CCOc1ccc(/C=N/NC(N)=S)cc1 | -3 | 2 | 2 | 1 | 7 | 0.6 | 1 | -7 | -4
Cc1ccc(C)c(NC(=O)c2cc(-c3ccccc3O)n[nH]2)c1 | 22 | 3 | -7 | 12 | -6 | -1.6 | -2 | -11 | 1
COc1ccccc1C(=O)Nc1ccc(OCC(=O)N2C(C)CCCC2C)cc1 (stereo not given) | 2 | 1 | 0 | 2 | 2 | -2.2 | -5 | 5 | -5
O=C(Nc1ccc(OC(F)(F)F)cc1)C1CCCN(C(=O)c2ccc(Cl)cc2)C1 (stereo not given) | 5 | -14 | -10 | 11 | -1 | 3.8 | 3 | 31 | 11
CCn1c(CNC(=O)c2cccc(C)c2)nnc1SCC(=O)Nc1cccc(OC)c1 | 3 | -8 | -3 | 2 | -5 | -0.5 | 4 | 15 | 3
CCCCn1c(N)c(N(Cc2ccccc2OC)C(=O)COc2cc(C)ccc2Cl)c(=O)[nH]c1=O | 3 | 14 | 0 | 2 | 3 | -0.9 | -7 | -7 | -2
O=S(=O)(Nc1ccc(-c2cnco2)cc1)c1ccccc1 | 2 | -3 | 7 | 0 | 7 | -3.7 | 5 | 11 | 0
CC1=C(c2ccccc2)C=NNCC1=O | -3 | 8 | 7 | 3 | 0 | 0.5 | -5 | -12 | 13
Cc1ccc2c(c1)CCO[C@]21O[C@H](CCO)C[C@H](O)[C@H]1O | 2 | 0 | 2 | 0 | -1 | -0.4 | -1 | -11 | 5
COc1cccc(CN2CCNC(=O)C2CC(=O)N2CCOc3ccccc3C2)c1OC (stereo not given) | 1 | -1 | -4 | 2 | 3 | -1.4 | -3 | -3 | 1
CC1(c2cccc(Br)c2)NC(=O)N(CC(=O)N2CCc3ccccc32)C1=O (stereo not given) | 12 | 13 | 8 | 9 | 13 | 3.0 | -10 | -1 | -1
O=C(CCCn1cc([N+](=O)[O-])cn1)Nc1ccc2c(c1)OCO2 | -3 | 15 | 4 | 0 | 6 | -2.0 | -21 | -15 | 5
COc1cccc(C(=O)c2c[nH]c(C(=O)NCCCN(C)C)c2)c1 | 1 | 6 | 5 | 0 | 3 | 6.3 | -1 | 1 | 13

Complete entries from above.
Listed for CC1=C(c2ccccc2)C=NNCC1=O → M5 ag = -3; M1 PAM = 8; M5 PAM = 7; CHRM4 agonist = 3; M4 PAM = 0; CRFR2-BP ag = 0.5; CHRM4 antagonist = -5; M1 antag = -12; CHRM5 antagonist = 13
Listed for O=S(=O)(Nc1ccc(-c2cnco2)cc1)c1ccccc1 → M5 ag = 2; M1 PAM = -3; M5 PAM = 7; CHRM4 agonist = 0; M4 PAM = 7; CRFR2-BP ag = -3.7; CHRM4 antagonist = 5; M1 antag = 11; CHRM5 antagonist = 0

The list continues.
SMILES | M5 ag | M1 PAM | M5 PAM | CHRM4 agonist | M4 PAM | CRFR2-BP ag | CHRM4 antagonist | M1 antag | CHRM5 antagonist
O=C(NCCS(=O)(=O)N1CCCCC1)c1ccc2c(c1)OCO2 | 2 | 14 | 0 | 1 | 0 | 0.1 | -4 | -27 | 6
Cc1cccc(-c2nnnn2-c2cccc(C)c2)c1 | -7 | -7 | 8 | 0 | -7 | -0.9 | -1 | 7 | 1
CCN(CC)C(=O)N1CCN(Cc2ccc3c(c2)OCO3)CC1 | -3 | -1 | -6 | 1 | 4 | 0.8 | -9 | 4 | 7
O=C(O)c1sc2cc(C(F)(F)F)cnc2c1-c1ccccn1 | -2 | 2 | -2 | 1 | 18 | 1.1 | -14 | -2 | 8
COC(=O)c1ccccc1S(=O)(=O)N(CCCO)Cc1cc2c(C)ccc(C)c2[nH]c1=O | 3 | 0 | -5 | 13 | -7 | -0.8 | -1 | -6 | -2
CCC1CCCCN1C(=O)COc1c(Br)cc(Br)c2cccnc12 (stereo not given) | -2 | 3 | 2 | 1 | -4 | -0.2 | 0 | 3 | 1
CCOC(=O)c1c(O)c(O)c(C(=O)OCC)n1-c1ccccc1 | 1 | 7 | 7 | 0 | -6 | -0.3 | 10 | -1 | 2
CCOC(=O)c1cn(-c2ccccc2)nc1-c1ccncc1 | -1 | 11 | 1 | -1 | 2 | -5.8 | 6 | -10 | -1
